Compound activity from PubChem BioAssay.
GASC-1 inh – inhibitors of human GASC-1 (JMJD2C) demethylase; Q9H3R0; GST-JMJD2C(1-420) H3K9me3 demethylation, DELFIA europium; inhibition, % at 2.35 µM; AID 2099; 330,000 tested, 0.069% active;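 active = more than half of a compound's replicate wells show inhibition beyond 50%, single wells judged on their own value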;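 also: signal counts dimethyl H3K9 product captured on neutravidin plate; 0% = median of DMSO wells and 100% = 0.3 times that DMSO median; strong numbers were not always called active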
Target sequence (Q9H3R0 1-420 limits assumed): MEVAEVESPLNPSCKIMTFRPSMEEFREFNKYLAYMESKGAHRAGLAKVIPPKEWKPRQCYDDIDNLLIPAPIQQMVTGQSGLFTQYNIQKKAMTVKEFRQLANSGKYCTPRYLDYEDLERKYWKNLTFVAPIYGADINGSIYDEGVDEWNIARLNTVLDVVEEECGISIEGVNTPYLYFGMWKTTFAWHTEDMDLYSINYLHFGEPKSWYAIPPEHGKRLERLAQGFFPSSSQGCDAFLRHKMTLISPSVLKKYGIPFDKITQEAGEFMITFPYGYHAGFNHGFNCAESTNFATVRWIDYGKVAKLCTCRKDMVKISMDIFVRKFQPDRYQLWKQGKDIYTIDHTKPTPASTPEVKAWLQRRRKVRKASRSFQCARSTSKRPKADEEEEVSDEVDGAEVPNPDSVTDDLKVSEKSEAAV
procasp7 counter – counter-screen for procaspase-3 activators: activators of human procaspase-7 | recombinant procaspase-7, Ac-DEVD-pNA absorbance 405 nm; D23A/D198A/D206A triple mutant, cannot self-cleave; scale: DMSO 0, 5 µM enzyme 100 | activation, % at 8.5 µM | AID 463210 | P55210 | 330,000 tested, 0.093% active;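 active = percent activation above the screen-wide mean plus 3 SD, cut at about 25% in these data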
Target sequence (P55210 whole entry D23A/D198A/D206A): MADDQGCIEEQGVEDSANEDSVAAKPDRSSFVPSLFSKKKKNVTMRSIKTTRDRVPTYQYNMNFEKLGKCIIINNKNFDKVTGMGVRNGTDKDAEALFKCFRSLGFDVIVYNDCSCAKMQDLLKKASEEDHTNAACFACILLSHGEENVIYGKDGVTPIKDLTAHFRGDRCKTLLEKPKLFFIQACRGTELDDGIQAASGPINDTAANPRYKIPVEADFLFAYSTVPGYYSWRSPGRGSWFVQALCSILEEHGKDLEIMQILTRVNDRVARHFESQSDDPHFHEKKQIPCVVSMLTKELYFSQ
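Detection: p-Nitroaniline absorbance at 405 nm, read at 0 and 120 min; system: Uncleavable procaspase-7 mutant enzyme; evaluation: % activation from two-timepoint absorbance difference, scaled to controls; times: 1 h enzyme–compound preincubation and 2 h substrate reaction, both 25 °C; buffer or medium: Zinc-free HEPES pH 7.4 with 300 mM NaCl, 0.01% Triton X-100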
Yeast superoxide – caloric restriction mimetics inhibiting age-related superoxide in yeast | 330,000 tested, 0.18% active | superoxide response (% of plate mean), % at 10 µM | AID 2690 | S. cerevisiae aged cells, superoxide DHE fluorescence; active compounds read low;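 active = superoxide response under a set limit, about three screen SD below normal, cut at about 65% in these data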;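 also: yeast aged for seven days with compound at 30 °C before DHE staining; 100% = average MFI of all compound-treated wells on the plate with controls excluded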
MEP2 TOR yeast – alters MEP2-GFP fluorescence in TOR pathway yeast screen | S. cerevisiae MEP2-GFP strain, flow cytometry GFP, 3 h; 100% = DMSO control level | GFP response vs DMSO, % at 10 µM | 330,000 tested, 0.51% active;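 active = GFP response versus DMSO above a set limit, roughly screen mean plus 3 SD, cut at about 180% in these data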;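 also: median GFP fluorescence of the barcode-gated MEP2-GFP cells per well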
LAP4-GFP MLPCN – yeast TOR pathway LAP4-GFP modulation. GFP response vs DMSO, % at 10 µM. 320,000 tested, 0.34% active. S. cerevisiae LAP4-GFP multiplex, flow cytometry GFP, 3 h; median GFP as percent of DMSO wells;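 active = GFP response vs DMSO above a set limit, about the screen mean plus 3 SD, cut at about 150% in these data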
proCasp3 act – procaspase-3 (human) activation; AID 463141; 330,000 tested, 0.11% active; activation, % at 8.5 µM; recombinant procaspase-3 D3A, Ac-DEVD-pNA absorbance 405 nm; P42574;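 active = activation above the mean of all tested compounds plus 3 SD, cut at about 21% in these data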;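 also: 0% = DMSO alone and 100% = DMSO wells spiked with extra 5 µM PC-3 D3A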
Target sequence (P42574 whole entry D9A/D28A/D175A): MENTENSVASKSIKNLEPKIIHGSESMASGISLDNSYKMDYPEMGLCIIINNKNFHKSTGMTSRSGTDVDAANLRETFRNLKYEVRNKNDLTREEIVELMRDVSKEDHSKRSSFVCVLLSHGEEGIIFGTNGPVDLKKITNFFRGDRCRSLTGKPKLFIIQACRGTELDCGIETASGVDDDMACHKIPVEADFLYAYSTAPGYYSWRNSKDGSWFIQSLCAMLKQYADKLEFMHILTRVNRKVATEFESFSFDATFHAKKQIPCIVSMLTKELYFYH
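Compound: 8.5 µM single point, 0.8% DMSO / Material: Autoprocessing-dead procaspase-3 D3A mutant enzyme / Timing: 1 h preincubation plus 2 h reaction at 25 °C / Medium: Zinc-free HEPES/NaCl buffer with 0.01% Triton X-100 at pH 7.4 / Technique: 405 nm absorbance of p-nitroaniline, reads at 0 and 120 min / Repeats: one well per compound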
RPL19A TOR yeast – alters RPL19A-GFP fluorescence in TOR pathway yeast screen | S. cerevisiae RPL19A-GFP strain, flow cytometry, 3 h; active compounds read low | percent response vs DMSO, % at 10 µM | 330,000 tested, 0.3% active;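 active = percent response vs DMSO below 50%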;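 also: median channel GFP fluorescence of the barcoded RPL19A-GFP strain; ratio of sample median GFP to plate DMSO average so 100% = DMSO; lower means less RPL19A-GFP as with rapamycin TOR inhibition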
AHR act – activators of human aryl hydrocarbon receptor; activation, % at 5 µM; P35869; 320,000 tested, 2.5% active; AHR-responsive luciferase reporter cells, luminescence; in the data active = activation above about 47%;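 also: 0% = vehicle wells and 100% = reference agonist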
An asterisk follows results filed as active; / = not tested or not shown.

Codes: A = GASC-1 inh; B = procasp7 counter; C = Yeast superoxide; D = MEP2 TOR yeast; E = LAP4-GFP MLPCN; F = proCasp3 act; G = RPL19A TOR yeast; H = AHR act
> Cc1cccc(COCC(CC(C)C)N2CCN(C(=O)c3ccc(C(F)(F)F)cc3)CCC2=O)c1 (stereo unspecified)
  A = -8 | B = 7 | C = 105 | D = 88 | E = 121 | F = 7 | G = 96 | H = 0

> CC1CCCCC1NC(=O)COC(=O)Cc1ccc(Cl)cc1 (stereo unspecified)
  A = / | B = -10 | C = 98 | D = 97 | E = 95 | F = -1 | G = 96 | H = 0

> COc1ccc(C(=O)NNC(=O)Cc2coc3cc(OC)ccc23)cc1
  A = 5 | B = -2 | C = 97 | D = 105 | E = 91 | F = 9 | G = 99 | H = 3

> O=C(c1ccco1)N1CCN(C(=O)C2CC(c3ccc(F)cc3)=NO2)CC1 (stereo unspecified)
  A = 1 | B = -1 | C = 102 | D = 90 | E = 93 | F = 11 | G = 93 | H = 0

> Cc1ccc(NC(=O)CSCC(=O)Nc2sccc2C#N)cc1
  A = 0 | B = 1 | C = 102 | D = 103 | E = 103 | F = 4 | G = 104 | H = 26

> C[C@@H]1CCCCCCCCC(=O)OCCN1C(=O)OC(C)(C)C
  A = 0 | B = -3 | C = 106 | D = 103 | E = 111 | F = 2 | G = 109 | H = -1

> CC(Oc1ccc(Br)cc1)C(=O)O/N=C(\N)c1ccncc1 (stereo unspecified)
  A = 5 | B = 1 | C = 94 | D = 97 | E = 81 | F = 4 | G = 101 | H = 6

> CC(=O)CC1(OC(C)=O)C(=O)N(C)c2ccccc21 (stereo unspecified)
  A = -10 | B = 8 | C = 98 | D = 104 | E = 101 | F = 2 | G = 103 | H = 3

> COC(=O)c1cc2c(ccn2-c2ccc(F)cc2)n1Cc1ccc(OC)cc1
  A = 4 | B = 11 | C = 100 | D = 110 | E = 101 | F = 0 | G = 101 | H = 16

> Fc1cccc(Cl)c1Cn1ncc2ccccc21
  A = 2 | B = / | C = 90 | D = 103 | E = 91 | F = / | G = 101 | H = /

> O=C1/C(=C\c2ccc(O)c(O)c2)N=C2CCCCCN12
  A = 17 | B = -17 | C = 78 | D = 93 | E = 96 | F = -14 | G = 98 | H = 2

> Cc1ccc(-c2csc3ncn(CC(N)=O)c(=O)c23)cc1C
  A = -3 | B = 4 | C = 106 | D = 109 | E = 90 | F = -2 | G = 103 | H = 1

> CC1(C)Cc2c(cnn2-c2ccc(F)cc2)C(NC(=O)CCN2CCCCC2=O)C1 (stereo unspecified)
  A = 1 | B = / | C = 85 | D = 105 | E = 82 | F = / | G = 104 | H = /

> CN1C(=O)C(CC(N)=O)N(NC(=O)c2ccc(Cl)cc2)C1=S (stereo unspecified)
  A = 0 | B = 9 | C = 103 | D = 113 | E = 102 | F = -8 | G = 100 | H = -5

> COCCn1c(SCC(=O)N2CCOCC2)nc2ccccc2c1=O
  A = 6 | B = -4 | C = 102 | D = 111 | E = 88 | F = 2 | G = 99 | H = -1

> COc1ccc(C(c2nnnn2C2CCCC2)N2CCN(C(=O)c3ccco3)CC2)cc1OC (stereo unspecified)
  A = -4 | B = 3 | C = 90 | D = 107 | E = 106 | F = 7 | G = 106 | H = -1

> O=C(NCCCn1ccnc1)Nc1cccc2ccccc12
  A = 3 | B = 5 | C = 103 | D = 107 | E = 100 | F = 8 | G = 101 | H = 16

> CC(C)CN(C(=O)CSc1nncn1-c1ccccc1)c1c(N)n(CC(C)C)c(=O)[nH]c1=O
  A = 4 | B = 9 | C = 106 | D = 96 | E = 97 | F = -4 | G = 98 | H = 4

> CCN(CC)Cc1c(O)ccc2c(=O)c(-c3ccccc3)coc12
  A = -2 | B = 10 | C = 105 | D = 107 | E = 94 | F = -4 | G = 104 | H = -3

> CC(C(=O)Nc1ccccc1Sc1ccccc1)N(c1ccccc1)S(C)(=O)=O (stereo unspecified)
  A = -10 | B = 5 | C = 101 | D = 92 | E = 95 | F = 7 | G = 93 | H = 4

> C=C1CCN([C@@H](CC(C)C)C(=O)NCc2ccccc2)S(=O)(=O)c2ccccc21
  A = -28 | B = 5 | C = 86 | D = 99 | E = 121 | F = 6 | G = 102 | H = 0

> CC(=O)c1ccc(S(=O)(=O)NC2CC(=O)N(c3ccc4c(c3)OCCO4)C2)cc1 (stereo unspecified)
  A = 63 | B = -1 | C = 99 | D = 105 | E = 110 | F = 9 | G = 98 | H = 2

> COC(=O)C1=C(C)NC(=O)/C1=C\c1cc(C)n(-c2ccccc2C)c1C
  A = -1 | B = -1 | C = 108 | D = 100 | E = 98 | F = 4 | G = 98 | H = 5

> Cc1ccc(C)c(NC(=O)c2ccccc2NS(=O)(=O)c2cc([N+](=O)[O-])ccc2C)c1
  A = 7 | B = 16 | C = 111 | D = 92 | E = 93 | F = 4 | G = 101 | H = 0

> Cn1c(=O)oc2cc(S(=O)(=O)N3CCCC(C(=O)Nc4ccccn4)C3)ccc21 (stereo unspecified)
  A = -5 | B = -3 | C = 104 | D = 111 | E = 101 | F = 4 | G = 99 | H = -2

> O=c1cc(-c2ccc(O)c(O)c2)oc2cc(O)c([C@@H]3O[C@H](CO)[C@@H](O)[C@H](O)[C@H]3O)c(O)c12
  A = -38 | B = -2 | C = 96 | D = 101 | E = 95 | F = 5 | G = 98 | H = -2

> CN(C(=O)COc1coc(CN2CCN(c3ccccc3)CC2)cc1=O)c1ccccc1
  A = 1 | B = 0 | C = 115 | D = 100 | E = 100 | F = 0 | G = 95 | H = -2

> Cc1noc(C)c1C(=O)NC(Cc1c[nH]c2ccccc12)C(=O)O (stereo unspecified)
  A = 1 | B = -2 | C = 96 | D = 99 | E = 96 | F = -3 | G = 99 | H = 11

> COc1ccc(Nc2cc(C(=O)NCCCOC(C)C)c3ccccc3n2)c(OC)c1
  A = -1 | B = -5 | C = 92 | D = 140 | E = 109 | F = -2 | G = 102 | H = 24

> CC1CCN(S(=O)(=O)c2ccc(NC(=O)Cc3cccs3)cc2)CC1
  A = 10 | B = -9 | C = 98 | D = 106 | E = 102 | F = -3 | G = 100 | H = 3

Next section
Order of values: GASC-1 inh	procasp7 counter	Yeast superoxide	MEP2 TOR yeast	LAP4-GFP MLPCN	proCasp3 act	RPL19A TOR yeast	AHR act
CSc1nc(-c2ccccc2)nc(C(C)C)n1
    2	7	94	108	104	-2	102	-1
COc1ccc(/C=N\NC(=O)COc2ccccc2)c(C(=O)O)c1OC
    4	12	91	95	87	6	98	2
Cc1cccc(OCc2n[nH]c(=S)o2)c1
    1	-3	109	102	94	-5	92	3
COc1ccc(CCNC(=O)CCOc2cc(C)ccc2C)cc1OC
    1	/	89	102	79	/	99	/
CC(C)(C)Nc1nc(OCC#N)nc(N2CCCCC2)n1
    1	7	77	87	89	0	90	7
COc1ccc(Cl)cc1NC(=O)COc1ccc2c(c1)OCO2
    0	10	104	94	101	5	96	-1
CC(=O)Nc1ccc(OCC(O)Cn2c(CO)nc3ccccc32)cc1 (stereo unspecified)
    -3	3	82	102	96	11	104	0
O=C1N[C@@H](c2ccccc2)COC(=O)[C@H](Cc2ccc(F)cc2)C/C=C\C[C@@H]1CC(=O)N(CCO)Cc1ccccc1
    -27	14	113	92	88	0	92	1
CCOC(=O)N1CCN(C(=O)CSc2ccccc2)CC1
    0	5	102	101	102	7	98	0
COc1ccc(C(=O)NC(=S)N2CCN(c3ccccc3O)CC2)cc1
    -12	-12	86	97	98	2	97	0
CC(C)CN(C(=O)CN1C(=O)C2CCCCC2C1=O)c1c(N)n(Cc2ccccc2)c(=O)[nH]c1=O (stereo unspecified)
    -34	7	100	99	96	3	101	0
O=C(O)C(Oc1ccc2ccccc2c1)c1ccccc1 (stereo unspecified)
    -9	5	97	98	105	0	98	0
CC(C)CNC(=O)COC(=O)c1c2c(nc3ccccc13)/C(=C/c1cccs1)CC2
    -7	-22	140	96	115	-40	95	5
O=C(NCc1ccccn1)c1c(O)c2c([nH]c1=O)CCCC2
    15	-3	120	96	95	-6	96	-2
O=C(/C=C/Sc1ccccc1)c1ccccc1
    5	-10	94	91	143	4	88	0
CC1(C)Oc2ccc3ccc(=O)oc3c2/C(=C/NC2CCCCC2)C1=O
    5	3	90	94	83	-7	96	0
O=C(CSc1nnc(NC(=O)c2ccccc2F)s1)NC1CC1
    7	0	99	114	106	2	112	5
COc1ccc2c(C)cc(SCn3nnc4ccccc4c3=O)nc2c1
    5	1	103	114	117	11	109	9
CCOc1ncccc1C(=O)Nc1nnc(C2CC2)s1
    9	8	101	111	107	-12	105	104*
Cc1ccc(NC(=O)C2CCN(C(=O)NC3CCCCC3)CC2)cc1Cl
    -1	3	102	105	103	0	97	-4

A draw from above in order of formula weight, highest first.
Order of values: GASC-1 inh	procasp7 counter	Yeast superoxide	MEP2 TOR yeast	LAP4-GFP MLPCN	proCasp3 act	RPL19A TOR yeast	AHR act
O=C1N[C@@H](c2ccccc2)COC(=O)[C@H](Cc2ccc(F)cc2)C/C=C\C[C@@H]1CC(=O)N(CCO)Cc1ccccc1
    -27	14	113	92	88	0	92	1
CC(C)CN(C(=O)CN1C(=O)C2CCCCC2C1=O)c1c(N)n(Cc2ccccc2)c(=O)[nH]c1=O (stereo unspecified)
    -34	7	100	99	96	3	101	0
CC(C)CNC(=O)COC(=O)c1c2c(nc3ccccc13)/C(=C/c1cccs1)CC2
    -7	-22	140	96	115	-40	95	5
Cc1ccc(NC(=O)C2CCN(C(=O)NC3CCCCC3)CC2)cc1Cl
    -1	3	102	105	103	0	97	-4
COc1ccc(C(=O)NC(=S)N2CCN(c3ccccc3O)CC2)cc1
    -12	-12	86	97	98	2	97	0
COc1ccc2c(C)cc(SCn3nnc4ccccc4c3=O)nc2c1
    5	1	103	114	117	11	109	9
COc1ccc(/C=N\NC(=O)COc2ccccc2)c(C(=O)O)c1OC
    4	12	91	95	87	6	98	2
COc1ccc(CCNC(=O)CCOc2cc(C)ccc2C)cc1OC
    1	/	89	102	79	/	99	/
O=C(CSc1nnc(NC(=O)c2ccccc2F)s1)NC1CC1
    7	0	99	114	106	2	112	5
COc1ccc(Cl)cc1NC(=O)COc1ccc2c(c1)OCO2
    0	10	104	94	101	5	96	-1
CCOC(=O)N1CCN(C(=O)CSc2ccccc2)CC1
    0	5	102	101	102	7	98	0
O=C(NCc1ccccn1)c1c(O)c2c([nH]c1=O)CCCC2
    15	-3	120	96	95	-6	96	-2
CCOc1ncccc1C(=O)Nc1nnc(C2CC2)s1
    9	8	101	111	107	-12	105	104*
O=C(O)C(Oc1ccc2ccccc2c1)c1ccccc1 (stereo unspecified)
    -9	5	97	98	105	0	98	0
O=C(/C=C/Sc1ccccc1)c1ccccc1
    5	-10	94	91	143	4	88	0
Cc1cccc(OCc2n[nH]c(=S)o2)c1
    1	-3	109	102	94	-5	92	3
